DNA FID counter = compounds displacing fluorescent DNA intercalator, primary screen, artefact control for HCV NS3 helicase inhibitor project, biochemical, FID fluorescence; DNA fluorescent intercalator displacement; inhibition, % at 7.9 µM; 290,000 tested, 0.17% active; AID 1845, 2009; in the data active = inhibition above about 37%;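 note: 0% = vehicle and 100% = reference compound; higher means more ethidium bromide displaced from hairpin DNA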
HCV NS3 hel inh = inhibitors of HCV NS3 helicase, primary screen, biochemical, Cy5 molecular beacon fluorescence. inhibition, % at 10.9 µM. Hepatitis C virus NS3 helicase. AID 1800, 2009. NS3 helicase DNA unwinding. 290,000 tested, 0.56% active;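 active = inhibition above the mean of all tested compounds plus 3 SD, set per campaign, cut at about 35% in these data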;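 note: 0% = DMSO wells and 100% = thioflavine S control wells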
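Material: hepatitis C virus NS3 helicase domain fragment enzyme; measured by: Cy5 fluorescence, 0 and 60 min reads; control set: DMSO and thioflavine S; incubation: 60 min unwinding reaction at 25 °C after ATP addition; read-out basis: % inhibition from 60/0 min fluorescence ratio, DMSO 0%, thioflavine S 100%; repeats: singlicate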
GPR7 antag = GPR7 receptor antagonists, primary screen, cell-based, fluorescence, single concentration | Neuropeptides B/W receptor type 1 (Homo sapiens), P48145 | GPR7-expressing cells, fluorescence antagonist assay | inhibition, % at 4.4 µM | 290,000 tested, 1.1% active; in the data active = inhibition above about 16%, passing the limit was not always enough;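 note: cells stimulated with the agonist NPW; 0% = agonist with vehicle and 100% = vehicle without agonist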
PHOSPHO1 block = PubChem AID 1565. 290,000 tested, 1.1% active. inhibition, % at 13.3 µM. recombinant PHOSPHO1, absorbance phosphatase assay; in the data active = inhibition above about 60%
Target sequence (Q8TCT1 whole entry, looked up): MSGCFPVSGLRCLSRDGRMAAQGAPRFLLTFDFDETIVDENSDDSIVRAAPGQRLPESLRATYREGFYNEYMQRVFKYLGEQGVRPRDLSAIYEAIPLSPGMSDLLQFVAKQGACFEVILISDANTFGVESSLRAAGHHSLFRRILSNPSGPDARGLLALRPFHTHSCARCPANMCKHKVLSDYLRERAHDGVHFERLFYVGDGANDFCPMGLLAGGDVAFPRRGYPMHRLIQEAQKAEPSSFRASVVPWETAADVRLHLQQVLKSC
V1R ag counter = agonists of human V1a receptor, primary screen, counter-screen for OXTR agonist project, fluorescence, CHO-V1R cells; Vasopressin V1a receptor (Homo sapiens), P37288; 320,000 tested, 0.25% active; activation, % at 3 µM; Fluo-8 calcium fluorescence, agonist mode; 0% DMSO, 100% 3 nM vasopressin; AID 2797, 2010;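 active = activation above the mean activation of all tested compounds plus 3 SD, per screening run, cut at about 20% in these data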;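 note: signal is peak over basal fluorescence ratio across a 100 second FLIPR read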
GalR3 antagonist = GalR3 antagonists in HEK293 cells, primary screen, cell-based, fluorescence readout. AID 651719, 2012. inhibition, % at 3 µM. Galanin receptor type 3 (Homo sapiens), O60755. 360,000 tested, 0.44% active. HEK293 GalR3-CNG cAMP membrane potential fluorescence; galR3 body fused to GalR1 C-terminus;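 active = inhibition above the screen-wide average plus 3 SD, cut at about 13% in these data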;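 note: forskolin and galanin both at EC90 stimulate the cells; cAMP rise reported by CNG channel membrane potential dye signal; 0% = forskolin plus galanin with DMSO and 100% = forskolin alone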
Target sequence (O60755 1-299 limits assumed): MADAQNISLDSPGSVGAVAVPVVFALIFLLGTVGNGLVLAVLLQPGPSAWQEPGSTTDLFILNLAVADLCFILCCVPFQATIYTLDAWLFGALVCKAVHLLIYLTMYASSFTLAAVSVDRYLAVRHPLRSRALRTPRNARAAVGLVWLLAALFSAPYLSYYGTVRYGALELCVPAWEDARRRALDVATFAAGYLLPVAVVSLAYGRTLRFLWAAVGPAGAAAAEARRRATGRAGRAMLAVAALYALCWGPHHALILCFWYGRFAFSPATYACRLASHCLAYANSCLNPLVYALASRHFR
IMP-1 inh = IMP-1 metallo-beta-lactamase inhibitors, primary screen, biochemical, epi-absorbance readout, Pseudomonas aeruginosa enzyme; purified IMP-1, nitrocefin hydrolysis, epi-absorbance fluorescence; AID 1556, 2009; 290,000 tested, 0.45% active; inhibition, % at 5.6 µM;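 active = inhibition above the mean plus 3 SD of all compounds in the same screening run, cut at about 4.5% in these data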;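 note: 0% = IMP-1 with DMSO and 100% = DMSO wells lacking enzyme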
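System: Purified recombinant IMP-1 metallo-beta-lactamase enzyme | Measured by: Fluorescence quenching readout, ex 480/em 530 nm | Replication: Singlicate | Incubation: 15 min preincubation plus 25 min reaction at 25 °C | Evaluation: Percent inhibition from optical density relative to buffer-blank wells | Benchmarks: DMSO with and without IMP-1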
VIM-2 inhibitor = VIM-2 metallo-beta-lactamase inhibitors, primary screen, biochemical, epi-absorbance readout, Pseudomonas aeruginosa enzyme; purified VIM-2, nitrocefin hydrolysis, epi-absorbance fluorescence; 290,000 tested, 0.89% active; inhibition, % at 5.6 µM;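 active = inhibition above the mean of all tested compounds plus 3 SD, cutoff set per screening run, cut at about 7.5% in these data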;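 note: red hydrolysis product quenches plate fluorescence so inhibitors raise well fluorescence; 0% = enzyme with DMSO and 100% = DMSO without enzyme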
OXTR ag = human OXTR agonists, primary screen, fluorescence, CHO-OTR cells, Fluo-8 calcium; Fluo-8 calcium fluorescence; normalized: DMSO 0%, oxytocin 100%; activation, % at 3 µM; 320,000 tested, 0.32% active;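 active = activation above the mean of all tested compounds plus 3 SD, cutoff set per screening run, cut at about 20% in these data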;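 note: peak over basal fluorescence ratio from a 100 s FLIPR kinetic read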
Target sequence (P30559 whole entry, looked up): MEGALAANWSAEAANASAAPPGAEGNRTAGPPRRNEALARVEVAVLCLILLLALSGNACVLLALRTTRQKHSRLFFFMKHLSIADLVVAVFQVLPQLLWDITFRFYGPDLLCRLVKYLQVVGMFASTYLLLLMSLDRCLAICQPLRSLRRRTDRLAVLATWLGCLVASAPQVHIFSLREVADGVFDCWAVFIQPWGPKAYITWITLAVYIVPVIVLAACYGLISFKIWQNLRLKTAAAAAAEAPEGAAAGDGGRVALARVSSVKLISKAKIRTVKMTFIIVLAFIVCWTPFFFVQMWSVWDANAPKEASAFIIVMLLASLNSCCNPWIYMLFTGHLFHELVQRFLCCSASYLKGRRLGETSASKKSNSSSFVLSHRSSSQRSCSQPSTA
Starred values were filed as active, the others as inactive; · = no result given.

SMILES	DNA FID counter	HCV NS3 hel inh	GPR7 antag	PHOSPHO1 block	V1R ag counter	GalR3 antagonist	IMP-1 inh	VIM-2 inhibitor	OXTR ag
S=c1[nH]nc(CN2CCCC2)n1Cc1ccccc1	0	7	-1	-20	-0.2	1	-2.7	1.2	0.0
O=C(Cc1ccc(S(=O)(=O)N2CCCC2)s1)NC1CCCCCC1	-16	2	2	12	1.9	0	-2.6	-2.0	0.5
COc1ccc(OC)c(C2=NOC(C(=O)Nc3cccc(C(C)=O)c3)C2)c1 (stereo unspecified)	-9	-9	11	-16	1.2	-5	-1.7	-1.7	0.6
COc1ccc(OC)c(NC(=O)CN(C)CCOc2ccc(Br)cc2)c1	-18	-11	18	-12	1.6	3	0.3	0.3	-1.6
COC(=O)c1ccc(N2CCN(S(=O)(=O)c3ccccc3)CC2)c([N+](=O)[O-])c1	-2	0	-9	33	6.8	-2	-1.9	0.6	4.8
Cc1cc(C)n(-c2nc(SCCN(C)C)c3c4c(sc3n2)CCCC4)n1	8	-74	-1	6	1.2	-10	-2.5	2.5	5.0
CC1(C(=O)Nc2c(F)c(F)c(F)c(F)c2F)CC1(Br)Br (stereo unspecified)	-2	1	-11	24	-1.1	-6	-2.0	0.4	-3.4
COc1ccc(C(O)(CCN2CCCCC2)C2CCCCC2)cc1 (stereo unspecified)	5	-26	7	36	-0.2	-14	-1.3	-0.7	1.3
CCc1cc2c(=O)c(-c3ccc4c(c3)OCCO4)coc2c(CN2CCCCC2C)c1O (stereo unspecified)	-7	29	-3	33	0.4	1	-2.9	-2.2	-2.9
O=C(CCCNC(=O)c1ccc(Cl)cc1)Nc1ccccc1F	-4	-2	-8	27	0.2	6	-3.7	-1.4	0.0
Cc1c(C(=O)c2cccc([N+](=O)[O-])c2)c2ccccn2c1CCC#N	0	-2	0	7	1.5	-13	-5.5	-1.8	-1.7
O=C(CCl)Nc1cc(-c2ccccc2)nn1-c1ccccc1	3	-8	-8	11	0.5	-5	-2.0	-0.4	-0.4
CCOC(=O)N1CCN(S(=O)(=O)c2ccc(Br)s2)CC1	-10	-6	6	-8	1.4	0	0.7	2.2	0.9
CC1=C(C(=O)Nc2cccc(C(=O)NCc3ccccc3C)c2)SCCO1	-39	16	6	-1	6.5	-1	-0.6	-1.4	5.1
CCOC(=O)C1CCN(C(=O)CSc2cc(=O)n(C)c3ccccc23)CC1	-30	5	5	14	-0.3	-4	-1.3	-1.9	-1.1
COC(=O)NNC(=O)c1ccc(C)c(Br)c1	2	-6	-4	-29	1.1	1	-1.7	-3.0	0.0
COCCN(C(=O)COC(=O)Cc1cccc2ccccc12)c1c(N)n(Cc2ccccc2)c(=O)[nH]c1=O	-45	-12	4	19	-0.5	0	-0.4	0.7	0.0
CC(=O)N1CCOc2ccc(S(=O)(=O)Nc3ncccc3C)cc21	-6	0	-9	26	0.1	-12	-3.1	-3.4	0.6
Cn1c(SCc2ccccc2C#N)nnc1-c1ccncc1	-5	6	-5	34	0.1	-8	0.2	-2.3	0.4
O=C(OCCN1C(=O)c2ccccc2C1=O)c1cc(S(=O)(=O)N2CCOCC2)ccc1Cl	-21	-1	2	22	0.4	6	-0.9	-0.5	0.1
CCOC(=O)/C(C#N)=C/c1cc(C)n(-c2ccc(C)cc2)c1C	-1	3	2	-12	0.1	-3	0.3	-0.9	-1.6
O=C(NCCNc1cc(Cl)ccc1[N+](=O)[O-])c1ccco1	-3	-3	0	-16	1.2	-3	-1.8	-1.0	-1.1
COc1ccc(C(c2nnnn2C2CCCC2)N2CCN(c3ccccc3)CC2)cc1 (stereo unspecified)	-33	8	8	-8	-1.2	-2	-2.8	-2.5	-1.1
COc1ccc2c(c1)CCc1c(C(=O)N3CC4(C)CC3CC(C)(C)C4)noc1-2 (stereo unspecified)	0	-8	-13	-14	0.5	0	-3.7	-3.4	-0.4
C/C(=N\NC(=O)c1ccc([N+](=O)[O-])cc1)c1cc2ccccc2oc1=O	8	-6	-16	3	1.1	-9	-1.7	-0.9	1.1

Filtered by structure: the compounds so far with an NH in an aromatic ring (two)
SMILES	DNA FID counter	HCV NS3 hel inh	GPR7 antag	PHOSPHO1 block	V1R ag counter	GalR3 antagonist	IMP-1 inh	VIM-2 inhibitor	OXTR ag
S=c1[nH]nc(CN2CCCC2)n1Cc1ccccc1	0	7	-1	-20	-0.2	1	-2.7	1.2	0.0
COCCN(C(=O)COC(=O)Cc1cccc2ccccc12)c1c(N)n(Cc2ccccc2)c(=O)[nH]c1=O	-45	-12	4	19	-0.5	0	-0.4	0.7	0.0

(cont.)
SMILES	DNA FID counter	HCV NS3 hel inh	GPR7 antag	PHOSPHO1 block	V1R ag counter	GalR3 antagonist	IMP-1 inh	VIM-2 inhibitor	OXTR ag
Cc1ccc(S(=O)(=O)/N=C(/Nc2ccc(F)cc2F)c2ccccc2)cc1	-30	-3	-1	47	-0.4	-2	-0.9	2.7	-1.7
O=C(NCC1CCCCC1)c1cc(S(=O)(=O)N2CCCCC2)ccc1N1CCOCC1	-48	-4	6	11	-1.0	-1	-2.5	-2.7	-1.9
COc1cccc(-c2ccc(-c3noc(-c4ccccc4F)n3)c(OC)n2)c1	-4	4	-2	0	-0.4	-6	-0.3	0.1	0.4
CC(C)(C)c1cc(CCC(=O)NCC2CCCO2)cc(C(C)(C)C)c1O (stereo unspecified)	-45	-4	-3	25	7.8	0	-2.8	-2.0	-1.1
C=C(C)CN(CC)C(=O)CSc1nc2ncc(Cl)cc2[nH]1	-6	-1	3	14	0.7	-1	-3.4	-1.8	0.2
COc1ccc(Cl)cc1NC(=O)C1CCCN(c2ncnc3c2nc2n3CCCCC2)C1 (stereo unspecified)	-12	-6	-6	-18	0.5	0	-4.0	-2.2	-1.7
COc1ccc(C(C)=O)cc1COc1ccccc1[N+](=O)[O-]	3	1	-10	36	0.1	0	-2.6	-1.9	-2.3
COC(=O)C/C=C/[C@@H](C)[C@@H](/C=N/OC[C@H]1O[C@H](c2ccccc2)C=C[C@@H]1Oc1ccc(OC)cc1)NS(=O)(=O)c1ccc(C)cc1	-39	-6	-4	4	·	·	-1.5	-3.3	·
Cc1nnc(NC(=O)C2CCN(c3cnccn3)CC2)s1	3	1	3	15	0.4	-3	-5.7	-2.6	1.4
COc1cc(Cl)c(C)cc1NC(=O)c1cccc(OC)c1OC	-8	-5	-7	22	0.5	-9	-3.9	-2.3	-0.1
COC(=O)c1cccc(S(=O)(=O)N2CCC(NC(=O)NC34CC5CC(CC(C5)C3)C4)CC2)c1	5	-7	0	1	-0.5	-2	-3.7	-1.4	-1.2
N#Cc1cc2c(nc1SCc1ccccc1)CCC2	1	-4	-7	-32	0.5	-1	-0.8	-6.2	-1.5
CC(=O)OC(CC(=O)O)C[N+](C)(C)C (stereo unspecified)	-5	-2	2	18	-0.1	·	-0.5	-1.8	-0.1
Oc1c(Cl)cc(Cl)cc1CNn1cnnc1	1	6	-9	5	0.0	3	-0.8	0.1	-0.3
CCOc1ccc(Cl)cc1S(=O)(=O)NCc1ccccn1	-2	3	10	-10	0.5	-4	-2.7	-1.0	-0.2
CNC(=O)Nc1ccc2nc(C)sc2c1	0	8	-1	39	0.9	-4	-4.7	-1.8	1.9
O=C(CSc1nnc(-c2cccc(S(=O)(=O)N3CCCC3)c2)n1-c1ccccc1)Nc1ccc(C(=O)O)cc1	-25	1	26*	-4	0.0	-10	0.2	2.1	0.3
CCCNS(=O)(=O)c1ccc(NC(=O)Cc2cccs2)cc1	2	0	2	-12	2.1	-4	-5.8	-5.1	0.9
COc1cccc(C(=O)OCn2nnc3ccccc3c2=O)c1	-2	6	0	-10	0.1	-1	-0.8	2.1	-1.7
O=C(CCC(=O)c1ccc(F)cc1)Nc1ccccc1Cl	-1	-23	-2	-9	-0.3	-6	0.7	1.3	-1.8
CC(N=C1NS(=O)(=O)c2ccccc21)C(=O)N1CCc2ccccc2C1 (stereo unspecified)	-6	-9	0	-131	0.1	4	-1.9	-2.2	-0.8
Cc1onc(-c2c(Cl)cccc2Cl)c1C(=O)N1CCOCC1	-4	6	-10	26	0.6	-9	-1.8	-0.3	1.1
Cc1nn(-c2ccccc2)c(Cl)c1C(=O)Nc1nnc(C2CCCCC2)s1	-14	-4	-10	18	-0.7	-4	-3.0	-3.3	-1.2
COc1ccc(C(=O)NC(=S)Nc2ccc([N+](=O)[O-])cc2C)cc1OC	-1	-1	-8	45	-1.1	-6	3.7	-3.5	-0.1
COc1ccc(OC)c(NC(=O)C(=O)NNC(=O)c2cccs2)c1	2	-1	-11	-4	0.3	-5	-17	-4.2	-1.3

(cont.)
SMILES	DNA FID counter	HCV NS3 hel inh	GPR7 antag	PHOSPHO1 block	V1R ag counter	GalR3 antagonist	IMP-1 inh	VIM-2 inhibitor	OXTR ag
O=C(Nc1ccccc1)C1=C[C@H](c2ccc(C(F)(F)F)cc2)C[C@H](OCc2ccc(CO)cc2)O1	·	·	·	8	1.4	-4	·	·	0.1
COC(=O)C(C)(C)ONC(=O)Nc1ccccc1Cl	-3	-5	-13	13	0.1	-3	-1.4	-2.6	-1.6
C=CCN(CC=C)C(=O)Cc1ccc(F)cc1	0	5	-21	0	0.7	-2	-0.7	-1.4	-1.1
COc1ccc(S(=O)(=O)c2c(O)c3ccc(C(=O)Nc4ccccc4)cc3[nH]c2=O)cc1	-43	11	-14	26	-0.1	-4	-2.1	0.2	-0.3
Cc1cc(Br)ccc1OCC(=O)NC1CCCC1	-23	8	2	36	2.6	-1	-3.0	-1.8	-1.0
COC(=O)CCSCC(=O)N1N=C(c2ccc(Br)cc2)CC1c1cccc(OC)c1OC (stereo unspecified)	-11	5	3	-7	0.4	9	-3.0	-2.1	2.4
O=C(CSc1ncccn1)NCc1ccccc1Cl	-4	-1	-17	28	0.3	-3	-4.3	-0.3	-0.2
CC(=O)C12CCCCC1CC1C3CC(C)C4(O)CC(=O)CCC4(C)C3CCC12C (stereo unspecified)	-19	-7	-14	11	-1.0	-8	-2.7	-2.4	0.7
CC(=O)n1nc(-c2ccccc2)nc1NCc1ccc(N(C)C)cc1	0	0	0	-17	-0.5	1	-2.6	-3.4	-2.0
O=C1c2ccccc2-c2onc3c(Oc4ccccc4)cc(O)c1c23	-3	23	6	31	·	·	-4.3	-4.2	·
CC(C)(C)C(=O)Nc1ccc2c(c1)-c1cc(NC(=O)C(C)(C)C)ccc1C2	2	7	-9	-15	1.6	2	-3.0	-2.0	1.5
COc1ccccc1C1CC(=O)n2c(nc(-c3ccccc3)c2-c2ccccc2)S1 (stereo unspecified)	-39	19	-7	-16	-0.5	-2	-2.8	-3.3	-1.2
Cc1nc(-c2cccc(S(=O)(=O)N3CCC(C)CC3)c2)cs1	-20	-10	5	28	4.5	8	-0.6	0.5	-2.5

From PubChem
